Bioassay records (PubChem BioAssay)
ALDH1A1 inh: inhibitors of human aldehyde dehydrogenase 1A1 | Potency, µM (doses to about 75.3 µM), for the others: at the highest dose activity, negative = inhibition, usual class: inhibitors | Purified ALDH1A1, NADH fluorescence, propionaldehyde substrate | 220,000 tested, 7.3% active; active = well fitted inhibition curve with a large enough effect, not every such curve was filed as active; inconclusive = small, poorly fitted or top-dose-only effect, or another doubt; inactive = no such curve, though single readings can be large or run the other way;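 also: plate controls were no enzyme wells and a reference inhibitor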
L3MBTL1 inh: blocks human L3MBTL1 | AlphaScreen L3MBTL1–H3K9me1 peptide binding | Potency, µM (titrated, usually from 57.1 µM), for inactives: top-dose activity, negative = inhibition, actives largely listed as inhibitors | AID 485360 | 230,000 tested, 0.66% active | Q9Y468; also: % is scaled to controls: 0 for no effect and ±100 for the full control effect; nearly all actives have a fitted effect of over 60% in size
Target sequence (Q9Y468 whole entry, looked up): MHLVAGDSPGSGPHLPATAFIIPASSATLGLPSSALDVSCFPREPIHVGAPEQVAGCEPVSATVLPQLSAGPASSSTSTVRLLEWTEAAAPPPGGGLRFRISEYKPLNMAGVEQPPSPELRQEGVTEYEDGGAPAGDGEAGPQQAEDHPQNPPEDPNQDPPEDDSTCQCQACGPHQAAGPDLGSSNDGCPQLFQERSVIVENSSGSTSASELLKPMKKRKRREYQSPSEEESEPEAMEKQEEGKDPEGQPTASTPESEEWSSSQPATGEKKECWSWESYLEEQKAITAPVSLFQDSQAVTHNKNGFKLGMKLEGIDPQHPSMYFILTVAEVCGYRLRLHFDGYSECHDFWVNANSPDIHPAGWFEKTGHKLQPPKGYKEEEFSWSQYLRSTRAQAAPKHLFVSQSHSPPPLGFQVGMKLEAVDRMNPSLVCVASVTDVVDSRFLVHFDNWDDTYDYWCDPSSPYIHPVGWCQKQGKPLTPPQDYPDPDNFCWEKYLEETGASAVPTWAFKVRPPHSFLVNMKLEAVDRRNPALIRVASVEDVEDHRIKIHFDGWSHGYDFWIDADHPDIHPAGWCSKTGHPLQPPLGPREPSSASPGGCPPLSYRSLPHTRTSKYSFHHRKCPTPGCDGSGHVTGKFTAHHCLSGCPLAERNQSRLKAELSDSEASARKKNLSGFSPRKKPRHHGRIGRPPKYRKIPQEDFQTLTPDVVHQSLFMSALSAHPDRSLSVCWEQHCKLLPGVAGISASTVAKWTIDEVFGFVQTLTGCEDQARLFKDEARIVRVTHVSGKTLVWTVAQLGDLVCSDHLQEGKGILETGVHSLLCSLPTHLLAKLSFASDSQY
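First, the protein-peptide complex forms for 30 min at room temperature (L3MBTL1 50 nM, biotinylated H3K9me1 peptide 75 nM). Next, compounds are pin-transferred and incubated 30 min. Finally, AlphaScreen beads are added and read after 30 min.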
JMJD2E inh: inhibitors of human JMJD2E histone demethylase; Potency, µM (series often up to 57.1 µM), for the others: at the highest dose activity change, negative = inhibition, most hits filed as inhibitors; JMJD2E catalytic domain, FDH-coupled NADH fluorescence (FDH is formaldehyde dehydrogenase); 230,000 tested, 1.6% active; B2RXH2; active = well fitted inhibition curve with a large enough effect, not every such curve was filed as active; inconclusive = small, poorly fitted or top-dose-only effect, or another doubt; inactive = no such curve, though single readings can be large or run the other way;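 also: 0% = wells with enzyme and -100% = buffer wells without enzyme; nearly all actives have a fitted effect of over 50% in size; many of its hits are not listed in these tables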
LMNA splice mod: modulators of lamin A splicing; Potency, µM (doses to about 46.1 µM), inactives show top-dose ratio change, negative = inhibition, hits mostly inhibitors; AID 1487; 200,000 tested, 0.01% active; HeLa LMNA splicing GFP/RFP minigene ratio, 48 h; active = well fitted inhibition curve with a large enough effect in the signal ratio, with a control signal flat, not every such curve was filed as active; inconclusive = small, poorly fitted or top-dose-only effect, or effect the other way, or a change in a side signal; the % refers to the signal ratio; also: % is scaled to controls: 0 for no effect and ±100 for the full control effect
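Read-out is the ratio of GFP to DsRed2 object intensity, acquired by 488 nm laser-scanning cytometry on HeLa lamin A-EGFP minigene reporter cells. Compound incubation 48 hrs at 37 °C in Opti-MEM with 2% FBS; DMSO 0.5% final.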
RECQ1 inh: inhibitors of human RECQ1 DNA helicase; RECQ1 DNA unwinding, red fluorescence kinetic read; Potency, µM (titrated, usually from 57.3 µM), without a hit: at the top dose activity, negative = inhibition, hits mostly inhibitors; 240,000 tested, 0.54% active; P46063;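 also: plate controls were vehicle for no effect and no enzyme for full effect; nearly all actives have a fitted effect of over 30% in size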
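RECQ1T1 50 nM; forked duplex (20 bp + 30-nt ss tails) 200 nM, ATP 2 mM final; pH 8.0, 2 mM MgCl2, 2.5 ug/ml poly(dI-dC); 15 min compound preincubation; discontinuous kinetic read over 2 h at RT.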
Luc counter: blocks Kinase-Glo luciferase, a counter-screen artifact. AID 1379. Q27757. Kinase-Glo luciferase, ATP luminescence, 8 min. 200,000 tested, 0.28% active. Potency, µM (top dose mostly 38.3 µM), for inactives: top-dose activity change, negative = inhibition, usual class: inhibitors; also: % is scaled to controls: 0 for no effect and ±100 for the full control effect; nearly all actives have a fitted effect of over 60% in size
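Luminescence was the read-out, taken after 8-minute incubation at ambient temperature. Luciferase turned over luciferin with 10 uM ATP in imidazole pH 7.2 buffer containing KCl, MgCl2, Tween 20 and BSA.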
Tau ThT inhib: tau fibrillization inhibition (ThT binding) | P10636 | recombinant tau K18 P301L (four-repeat tau fragment), heparin-induced fibrillization, ThT fluorescence | Potency, µM (highest dose often 57.4 µM), for inactives: at the highest dose activity, negative = inhibition, hits mostly inhibitors | 270,000 tested, 2.1% active | AID 1460; also: % is scaled to controls: 0 for no effect and ±100 for the full control effect; nearly all actives have a fitted effect of over 55% in size
Target sequence (P10636 561-689 P618L limits assumed): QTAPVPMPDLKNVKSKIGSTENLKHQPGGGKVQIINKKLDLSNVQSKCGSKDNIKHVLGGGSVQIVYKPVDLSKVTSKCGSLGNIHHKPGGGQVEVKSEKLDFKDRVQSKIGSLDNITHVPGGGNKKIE
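Tau K18 P301L fragment (15 uM unlabeled plus 0.24 uM Alexa 594-labeled) in 100 mM sodium acetate pH 7 with compound, fibrillization induced by 20 uM heparin for 6 hr at 37 C. Thioflavin T (30 uM) added, fluorescence read after 1 hr (ex 450, em 510 nm).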
SMN2 splice enh: increases expression of the SMN2 splice variant; HEK293 SMN2-luciferase splicing reporter, luminescence, 30-36 h; Potency, µM (titrated, usually from 46.1 µM), for inactives: top-dose activity change, positive = activation, usual class: activators; 210,000 tested, 2.8% active; AID 1458; also: % of control where 0% means no effect; nearly all actives have a fitted effect of over 55% in size
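qHTS luciferase splicing reporter: luminescence rises when SMN2 exon 7 is included in transfected HEK293 cells. Compound exposure lasted 30-36 h at 37C, with 4.5 mM final sodium butyrate as control, followed by a ONE-Glo read.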
Starred values were filed as active, the others as inactive; i = inactive; u = inconclusive; x = not tested or not shown; [ ] = remark or other dose. Unless noted, calls follow the shape of the dose curve; as a rule, active = well fitted curve in the direction sought with a large enough effect; inconclusive = small, poorly fitted or top-dose-only effect, or another doubt; inactive = no such curve, though single readings can be large; an effect the other way counts as inactive or inconclusive. Potency is read from the fitted curve at half-maximal effect. The list is partial; rates above refer to the full screens.

SMILES | ALDH1A1 inh | L3MBTL1 inh | JMJD2E inh | LMNA splice mod | RECQ1 inh | Luc counter | Tau ThT inhib | SMN2 splice enh
CC(=O)CC(C)(C)Nc1nc2ccc([N+](=O)[O-])cc2o1 | x | 9% | 0% | x | 14% | x | -1% | x
CCCCSc1nnc(CCNC(=O)OC(C)(C)C)o1 | x | -4% | -8% | x | -1% | x | -10% | x
COc1ccc(C2CC(c3ccccc3)=NN2S(=O)(=O)c2ccc(C)cc2)c(OC)c1 (configuration not stated) | -8% | 15% | 4% | 0% | -7% | 2% | -3% | 16%
Cc1ccc2nsnc2c1S(=O)(=O)N(Cc1ccco1)Cc1cc2ccc(C)c(C)c2[nH]c1=O | u | -1% | -8% | 10% | i | 8% | -11% | u
CC(C)(C)C1=CC(=Nc2ccccc2N)C=C(C(C)(C)C)C1=O | 5% | 2% | 5% | -8% | -16% | 0% | 11% | 2%
Cc1ccc(S(=O)(=O)C(C#N)c2nc3ccccc3nc2N2CCN(C)CC2)cc1 (configuration not stated) | -7% | -3% | -13% | 3% | 0% | 5% | -13% | -1%
c1ccc(CSCc2ccccc2)cc1 | -11% | 29% | x | x | -4% | x | x | -7%
Cc1ccc(/C=C2\Oc3cc(OC(=O)N4CCOCC4)ccc3C2=O)cc1 | u | 8% | 10% | -5% | -2% | -2% | -13% | -17%
CCN(CC)CCNc1ncnc2c1[nH]c1ccc(OC)cc12 | u | -8% | -1% | 3% | -1% | -6% | -13% | -15%
CCOc1ccc(NC(=S)N2CCN(CCN3C(=O)c4cccc5cccc(c45)C3=O)CC2)cc1 | u | 10% | -10% | x | -15% | 1% | u | u
O=C(NCCc1csc(-c2ccc(C(F)(F)F)cc2)n1)c1cccs1 | 4% | 5% | u | u | -8% | 3% | u | -44%[inhibitor]
Nc1nc(/C=C/c2cccnc2)nc(-c2ccccc2O)n1 | 5% | x | -1% | -16%[46 µM] | -2% | -3% | u | -21%
Cc1ccc(-n2nnnc2SCC(=O)c2cc(C)n(-c3cc(C)on3)c2C)cc1 | u | 1% | -11% | 9% | i | 14% | -5% | -25%
CC(C)CNc1nc(Oc2ccc(=O)n(C)n2)nc(N2CCOCC2)n1 | 0% | 1% | -1% | -15% | i | -2% | -10% | 28%
CCOC(=O)c1c(C(C)(C)C)oc2ccc(O)cc12 | u | -4% | -11% | -17% | -1% | -3% | -3% | -88%[inhibitor]
CCCN1C(=O)/C(=C/c2ccc(C)s2)SC1=Nc1ccc(OC)cc1 | u | -10% | 1% | 1% | -3% | -3% | -12% | -14%
Cc1ccc(S(=O)(=O)NCC(=O)OC(C)C(=O)Nc2ncc(Cl)cc2Cl)cc1 (configuration not stated) | -7% | 0% | -15% | 8% | 2% | 0% | -2% | -2%
CC(C)CNC(=O)CCCSc1nc2ccccc2[nH]1 | 6% | x | u | x | -4% | 10% | 1% | -16%
COc1ccc(NC(=O)Cn2c(=O)n(CC(=O)NCc3ccco3)c(=O)c3ccccc32)cc1OC | 9% | 4% | -7% | -5% | -1% | -5% | 3% | 2%
Cc1cc(C)nc(NC(=O)c2ccc(Cl)c(Cl)c2)n1 | 12% | x | 5% | 12% | -1% | -4% | -3% | -26%
CC(=O)NC(=S)Nc1ccc([N+](=O)[O-])cc1C | -15% | 1% | 7% | 4%[46 µM] | i | 1% | 0% | 9%
O=C(COC(=O)c1c[nH]c(=O)[nH]c1=O)Nc1ccccc1 | 13% | 0% | 2% | u | i | -1% | 9% | -5%
Clc1ccc(-c2nn3c(-c4ccncc4)nnc3s2)c(Cl)c1 | 10% | 9% | 8% | u | -2% | -3% | -7% | -11%
Cc1ccc(C(=O)OCC(=O)Nc2c(C)n(C)n(-c3ccccc3)c2=O)cc1[N+](=O)[O-] | 2% | 24% | 2% | 10%[46 µM] | -3% | 2% | 3% | -13%
Cn1c(=O)cc(OCCCC(=O)N2CCN(Cc3ccc4c(c3)OCO4)CC2)c2ccccc21 | -12% | -13% | 4% | u | -3% | -2% | -10% | 17%
CC(C)CC(=O)Nc1ccc(C(=O)CN2CCC(C)CC2)cc1 | u | x | -2% | x | i | x | -13% | x
Fc1cccc(Cl)c1CSc1nnc2ccccn12 | -9% | 22% | -20% | -22%[9.22 µM] | 0% | -6% | -15% | u
CCOC(=O)N1CCN(S(=O)(=O)c2ccc(OCC)c(C)c2)CC1 | 16µM* | -7% | 0% | u | 0% | 2% | -14% | -87%[inhibitor]
CCOC(=O)C1(CCCc2ccccc2)CCN(C2CCN(C(C)=O)CC2)CC1 | u | 3% | 3% | -1%[46 µM] | 0% | 3% | -13% | x
CN1N=C(C(C)(C)C)CSC1=Nc1ccc(F)cc1 | 3% | 37%[activator] | -14% | x | -8% | x | -15% | x
O=C(Nc1ccc(Cl)cc1)OCc1cn(-c2ccc(Cl)cc2)nn1 | 8% | -1% | 2% | 19% | i | -3% | 0% | 10%
Cc1ccnc(NS(=O)(=O)c2ccc(NC(=O)Cc3ccccc3)cc2)n1 | 3% | 5% | 3% | u | 2% | 4% | 3% | 4%
COc1cc(C(=S)N2CCCC2)ccc1O | 14µM* | 5% | -4% | 0% | i | -1% | 4% | -18%
COC(=O)CN1C(=O)CSc2ncccc21 | u | 19% | 3% | 5% | -3% | -13% | -2% | 17%
COc1ccccc1-c1cc(N)n(S(=O)(=O)c2ccc(F)c(C)c2)n1 | 4% | 35%[activator] | -3% | u | -10% | 3% | 1% | -12%
Cc1ccc(-c2nnn(CC(=O)N(CC(=O)NC3CCCC3)c3ccc(F)c(Cl)c3)n2)o1 | -1% | u | 2% | -11% | -7% | -1% | -6% | -44%[inhibitor]
Cc1[nH][nH]c(=O)c1N=Nc1ccccc1 | 9% | x | 3% | 5% | 10% | -3% | u | -10%
CC(=O)c1cn(-c2ccc(Cl)cc2)c(=O)n(Cc2ccc(Br)cc2)c1=O | 9% | 5% | -3% | 9%[46 µM] | -18% | 0% | 6% | -12%
Cc1cc(C)n(C(N)=NC(=O)c2ccc([N+](=O)[O-])cc2)n1 | 6% | 0% | -6% | x | 4% | x | -15% | x
COc1ccc(C(=O)N(CC2CCCO2)C(C(=O)NC2CCCC2)c2ccc(C)cc2)cc1OC (configuration not stated) | 6% | 6% | 7% | -7% | -7% | 4% | -12% | 8%
O=C(COC(=O)c1ccc(F)cc1)Nc1ccccc1N1CCOCC1 | -11% | 1% | -2% | -7% | 0% | 5% | -9% | -7%
Cc1ccc(-c2csc(N(CCCN(C)C)C(=O)c3ccco3)n2)cc1 | u | -6% | -3% | 16%[46 µM] | 5% | -1% | -11% | x
CC(=O)N(c1ccccc1)c1c(F)c(F)c(F)c(F)c1F | -4% | -6% | 3% | 6% | 2% | -5% | -6% | -10%
COc1ccc2nc(Nc3nc(C)c(C(C)=O)s3)sc2c1 | u | 59%[activator] | u | u | i | -2% | u | 17%
O=C(O)CCCN1C(=O)/C(=C/c2ccc(-c3nc4ccccc4s3)o2)SC1=S | u | u | -2% | 16% | -11% | 1% | 1.6µM* | 18µM*
CN(C(=S)Nc1ccc(SC(F)F)cc1)c1ccc(O)cc1 | 6.3µM* | -18% | u | u | -20% | -1% | 2.5µM* | -35%[inhibitor]
CCOC(=O)CSC1=C(C#N)C(c2ccco2)C(C(=O)Nc2cccc(C(F)(F)F)c2)=C(C)N1 (configuration not stated) | u | 6% | u | 0% | -15% | 0% | u | u
COc1ccc(CC(=O)OCC(=O)NC(=O)NC23CC4CC(CC(C4)C2)C3)cc1 | 2% | x | 4% | 6% | -24% | -1% | -17% | 9%
COc1ccc(Cl)cc1-c1nc(SCC(=O)NCCN2C(=O)CSC2=O)n[nH]1 | 1% | 1% | 4% | 2% | -1% | 0% | 7% | -4%
COc1cc(NC(=O)c2cccc(C)c2)c(Cl)cc1[N+](=O)[O-] | u | -3% | 2% | 1% | -6% | -1% | 0% | 2%
CC(Nc1ccc(Cl)cc1)c1cc(Cl)ccc1O (configuration not stated) | -1% | -6% | -2% | -7% | i | -1% | -7% | 14%
O=C(c1cc2c(=O)n3ccccc3nc2s1)N1CCN(Cc2ccc3c(c2)OCO3)CC1 | u | 4% | u | u | 8% | 0% | -7% | 1%
CCCNCc1cc(Br)ccc1OCC(=O)NCCc1ccccc1 | 2% | 6% | 6% | u | -7% | -1% | -1% | 5%
CCC1CCCCN1C(=O)COc1cccc2c1CCN(C)C2=O (configuration not stated) | 2% | x | 4% | 5%[9.22 µM] | 0% | -1% | -1% | -40%[inhibitor]
CC(C)(C)c1ccc(C(=O)N2CCC(=O)N(C(CO)Cc3ccccc3)CC2)cc1 (configuration not stated) | -7% | -2% | 1% | 6% | -1% | -2% | -1% | 3%
O=C(Nc1nccs1)C1CCCN(S(=O)(=O)c2cccnc2)C1 (configuration not stated) | 7% | x | 10% | 7% | i | -1% | 2% | -6%

New compounds follow:
SMILES | ALDH1A1 inh | L3MBTL1 inh | JMJD2E inh | LMNA splice mod | RECQ1 inh | Luc counter | Tau ThT inhib | SMN2 splice enh
CCOC(=O)c1sc(NC(=O)CSc2nc(-c3ccco3)cc(C(F)(F)F)n2)c(C(=O)OC)c1C | 2% | 3% | 11% | 10%[0.0737 µM] | -5% | -1% | -5% | 0%
O=C(Nc1cnccn1)C1c2ccccc2Oc2ccccc21 | 4% | 6% | 1% | -4% | i | 1% | -4% | 27%
Cc1ccc(S(=O)(=O)NCC(=O)OCC(=O)Nc2cccc(S(=O)(=O)NC3=NCCCCC3)c2)cc1C | x | 2% | 3% | x | -3% | x | 4% | x
O=C(O)c1ccccc1-c1ccccc1C(=O)Nc1ccc2c(c1)[nH]c(=O)c1ccccc12 | -3%[13.5 µM] | -3% | u | x | 27% | -1%[7.66 µM] | -9% | 3%[9.22 µM]
